Screening results: PubChem, National Center for Advancing Translational Sciences (NCATS)
HTT ATP protect – qHTS Multiplex Assay to Identify Dual Action Probes in a Cell Model of Huntington: Cytoprotection (ATP); 230,000 tested, 0.14% active; PC12 HTT-Q103 induced, cytoprotection, ATP luminescence, 40 h; AID 1471, 2008; Potency, µM (top dose mostly 56.4 µM), for the others: cytoprotection (ATP increase), hits mostly activators;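 note: % of control where 0% means no effect; nearly all actives have a fitted effect of over 45% in size; toxic huntingtin expression switched on by the ecdysone agonist tebufenozide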
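Cells were plated at 1500 per well in phenol red-free DMEM with 5% equine and 5% calf serum. Tebufenozide (100 nM final) and compounds were added, then ATPlite reagent, and luminescence was read.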
RGS12 GoLoco inh – qHTS Assay for Inhibitors of RGS12 GoLoco Motif Activity (Red Fluorophore); Guanine nucleotide-binding protein G(i) subunit alpha-1 (Homo sapiens), P63096; Gai1:RGS12 GoLoco peptide FP, rhodamine, 10 min; Potency, µM (doses to about 61.6 µM), for inactives: at the top dose activity, negative = inhibition, most hits filed as inhibitors; 230,000 tested, 0.44% active; active = well fitted inhibition curve with a large enough effect, not every such curve was filed as active; inactive = no such curve, though single readings can be large or run the other way; note: % is set by controls: 0 for no effect and ±100 for the full control effect; nearly all actives have a fitted effect of over 30% in size; many of its hits are not listed in these tables
Target sequence (P63096 whole entry, looked up): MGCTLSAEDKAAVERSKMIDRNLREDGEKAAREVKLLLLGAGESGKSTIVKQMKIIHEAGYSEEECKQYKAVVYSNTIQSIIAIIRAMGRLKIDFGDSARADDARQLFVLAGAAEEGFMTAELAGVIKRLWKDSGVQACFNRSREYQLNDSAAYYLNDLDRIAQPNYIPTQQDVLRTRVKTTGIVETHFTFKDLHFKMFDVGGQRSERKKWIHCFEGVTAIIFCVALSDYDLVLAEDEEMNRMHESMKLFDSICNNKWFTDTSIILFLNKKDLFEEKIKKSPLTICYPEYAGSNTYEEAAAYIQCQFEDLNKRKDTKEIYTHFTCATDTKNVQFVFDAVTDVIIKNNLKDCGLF
GAA spleen mod – qHTS Assay for Inhibitors and Activators of Human alpha-Glucosidase From Spleen Homogenate | human spleen homogenate, 4-MU-alpha-glucoside fluorescence | AID 2112, 2009 | 240,000 tested, 0.006% active | Lysosomal alpha-glucosidase (Homo sapiens), P10253 | Potency, µM (highest dose often 79.9 µM), for the others: at the top dose activity change, negative = inhibition, hits mostly inhibitors;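 note: 0% = enzyme with vehicle and -100% = no enzyme basal signal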
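Compounds were titrated against alpha-glucosidase in spleen homogenate at pH 5.0, with 1 mM 4-methylumbelliferyl substrate for 40 min at 37 C. Reactions were quenched with pH 10 NaOH/glycine and fluorescence measured.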
IMPase Li inh – qHTS Assay for Identifying the Cell-Membrane Permeable IMPase Inhibitors: Potentiation with Lithium; CHO-M1 cells, IP1 TR-FRET (IP-One), carbachol + lithium; Potency, µM (titrated, usually from 59.4 µM), for the others: top-dose activity, negative = IMPase inhibition, actives largely listed as inhibitors; 210,000 tested, 0.35% active; AID 1457, 2008;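 note: IP1 builds up when IMPase is blocked and the TR-FRET signal falls; plate controls were basal vehicle for no effect and high inhibitor control for full effect; nearly all actives have a fitted effect of over 50% in size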
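CHO cells stably expressing M1 receptor (2000/well, cultured 16–30 h) treated 30 min at 37C with compound plus low lithium. Cytosolic IP1 by TR-FRET (665/620 ratio and 620 channel) after 10 min lysis; AC50 by Hill fit.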
HttQ103 aggreg – qHTS Multiplex Assay to Identify Dual Action Probes in a Cell Model of Huntington: Aggregate Formation (GFP); Potency, µM (series often up to 46.1 µM), without a hit: at the highest dose activity change, negative = inhibition, actives largely listed as inhibitors; PC12 HttQ103-GFP aggregates, Acumen cytometry, 40 h; 220,000 tested, 1.1% active; note: % is set by controls: 0 for no effect and ±100 for the full control effect; nearly all actives have a fitted effect of over 60% in size
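Multiplexed with ATP-based cell death, this channel scores GFP aggregates in PC12 cells expressing inducible HTTex1-Q103-GFP. Induction used 100 nM tebufenozide; compounds were tested in concentration series.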
GAA glycogen mod – qHTS Assay for Inhibitors and Activators of Human alpha-Glucosidase Cleavage of Glycogen. Lysosomal alpha-glucosidase (Homo sapiens), P10253. recombinant GAA, glycogen substrate, Amplex Red glucose oxidase fluorescence. Potency, µM (series often up to 76.4 µM), for inactives: at the highest dose activity change, negative = inhibition, usual class: inhibitors. 300,000 tested, 0.38% active. AID 2100, 2009;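 note: 0% = full enzyme reaction and -100% = no-enzyme basal signal; the screen sought inhibitors and activators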
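Natural-substrate format: glycogen cleavage by 4 nM human enzyme, glucose read by Amplex Red coupling (Ex 573, Em 610 nm). Normalized to enzyme and no-enzyme controls.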
GAA inh – qHTS Assay for Inhibitors of Human alpha-Glucosidase as a Potential Chaperone Treatment of Pompe Disease | Lysosomal alpha-glucosidase (Homo sapiens), P10253 | purified human GAA, 4-MU-alpha-glucoside fluorescence | Potency, µM (series often up to 76.9 µM), for the others: top-dose activity change, negative = inhibition, actives largely listed as inhibitors | 200,000 tested, 0.005% active;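 note: plate controls were uninhibited enzyme wells for no effect and no-enzyme background for full effect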
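Enzyme (4 nM final) mixed with compound (up to 77 uM), then 4-MU-alpha-D-pyranoside (400 uM final) added; 20 min at room temperature, pH 5.0. Reaction stopped at pH 10, fluorescence read, AC50 derived by Hill fit.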
* marks the source's active call; other numbers are inactive results; ? = inconclusive; . = no result given; & = joins results of further samples; [ ] = dose if it differs, or a comment. Unless noted, calls come from the whole dose curve; as a rule, active = well fitted curve in the direction sought with a large enough effect; inconclusive = small, poorly fitted or top-dose-only effect, or another doubt; inactive = no such curve, though single readings can be large; an effect the other way counts as inactive or inconclusive. Potency is the fitted concentration of half-maximal effect. Some of the compounds tested. The share of hits here may be higher or lower than overall.

SMILES	HTT ATP protect	RGS12 GoLoco inh	GAA spleen mod	IMPase Li inh	HttQ103 aggreg	GAA glycogen mod	GAA inh
COc1cc(NC(=O)c2n[nH]c(=O)c3ccccc23)cc(OC)c1	15.5%[10 µM]	6.4%	2.0%	.	4.9%[9.22 µM]	3.0%	.
CCOC(=O)c1c(NC(=O)c2cccc(N3C(=O)CCC3=O)c2)sc(C)c1C	-6.7%	-3.5%	-0.7%	13.9%[38.3 µM]	-0.3%	6.7%	-1.6%
CCOC(=O)c1cnc2c([N+](=O)[O-])cnn2c1C	.	-2.2%	-11.0%	13.7%	11.2%	-7.8%	-6.9%
COC(=O)C(C)N1CCC(=O)c2ccccc2S1(=O)=O (stereo not drawn)	0.4%[10 µM]	1.9%	-12.1%&7.0%	.	-11.6%[9.22 µM]	2.4%	.
CCOc1ccc(NS(=O)(=O)c2ccc3[nH]cc(C(=O)NCCOC)c(=O)c3c2)cc1	-35.7%	16.7%	-7.5%	-3.6%[38.3 µM]	16.7%	4.6%	-9.8%
Cc1nn(Cc2ccccc2Cl)c(Cl)c1/C=C/C(=O)OCC(=O)NC(N)=O	-14.0%	-2.6%	1.1%	15.3%[38.3 µM]	1.1%[1.84 µM]	7.5%	-0.7%
Cc1ccc(-c2nnc(CCC(=O)NCc3csc(C)n3)o2)s1	-8.3%[10 µM]	14.7%	-2.3%	.	2.0%[9.22 µM]	4.6%	.
CC1CN(CCOc2ccccc2-c2ccccc2)CC(C)O1 (stereo not drawn)	18.9%[10 µM]	-8.7%	0.7%	-0.2%	?	7.2%	-1.1%
CCCCCC(=O)Nc1cccc(-c2nc3ncccc3o2)c1	12.3%	8.6%	-2.3%	-2.9%[38.3 µM]	-1.3%	-9.6%	-3.5%
CCC(=O)N1CCCc2cc(S(=O)(=O)N3CCC(N4CCCCC4)CC3)ccc21	-23.8%	21.9%	-6.0%	12.8%[38.3 µM]	-15.4%	1.9%	-8.3%
COC(=O)N1CCC[C@@]2(CCN(C(c3ccccc3)c3ccccc3)C2)C1	-7.4%	15.0%	-20.6%	24.3%	.	.	.
Nc1nc(N)c2[nH]cnc2n1 (tested in a mixture with another compound)	15.9%[10 µM]	7.8%[14.2 µM]	.	3.9%	.	.	.
COc1cccc(CN2CCNC(=O)C2CC(=O)N(C)Cc2cnccn2)c1OC (stereo not drawn)	23.7%[10 µM]	2.7%	-1.3%	3.5%	-15.2%[9.22 µM]	-2.2%	?
N#Cc1cnc(N)c(Br)c1	-34.4%[inhibitor]	0.4%	.	-2.0%	?	2.2%	-8.1%
CCCCN1CCC(COC(=O)c2cc(Cl)c(N)c3c2OCCO3)CC1	?	9.4%	-5.4%	15.6%	.	.	.
Cc1ccc(OCC(=O)O/N=C(\N)Cc2ccc(Cl)cc2)cc1	34.3%	-3.6%	-5.9%	-7.2%[38.3 µM]	9.9%	0.9%	12.5%
COc1ccc(CNc2ncncc2-c2c(C)noc2C)c(OC)c1	8.9%	6.9%	6.4%	3.2%	.	.	.
CCOc1nc(C)ccc1-c1noc(-c2ccncc2)n1	17.4%[10 µM]	-3.7%	-4.4%	-7.4%	-3.4%	3.6%	3.5%
N#CCCN(Cc1cccnc1)C(=S)NC1CC2C=CC1C2 (stereo not drawn)	-4.5%[10 µM]	0.5%	-0.2%	.	-20.9%[9.22 µM]	9.5%	0.5%
CC1CCCCC1NC(=O)c1ccc(S(=O)(=O)NCC2CCCO2)cc1 (stereo not drawn)	6.1%[10 µM]	3.2%	0.0%	3.7%	0.6%[9.22 µM]	14.0%	6.1%
COC(=O)c1cc(C#N)c(NCc2ccccc2)nc1C	-18.4%	-2.7%	-5.6%	19.2%[38.3 µM]	26.9%	3.6%	-1.3%
Cc1ccc(S(=O)(=O)Nc2ccc3c(c2)CCC3)cc1C	35.3%[10 µM]	-3.4%	-0.5%	10.3%	-29.0%	-1.5%	0.4%
CCOC(=O)C(NC(=O)c1ccccc1)(Nc1nnc(C)s1)C(F)(F)F (stereo not drawn)	-13.2%[10 µM]	-9.3%	3.5%	-2.4%	-7.3%	-1.2%	-7.5%
CNc1csc(C)c(C)c1=O	3.2%	-0.6%	-7.1%	-1.7%[38.3 µM]	-28.0%	1.4%	-0.6%
CC1CCC(C(C)C)C(OCC(O)CNC(C)(C)C)C1 (stereo not drawn)	-34.2%[inhibitor]	2.9%	-4.2%	9.7%	-28.6%	4.7%	0.9%
CN1CCN(c2ccc(NC(=O)c3ccc(C#N)cc3F)cc2Cl)CC1	-56.9%[inhibitor]	10.4%	.	41.8%[activator]	-4.3%	8.8%	-4.5%
CCNC(=S)N1CCN(CCN=CC2=C(O)CC(c3cccs3)CC2=O)CC1 (stereo not drawn)	-19.0%	11.5%	-0.1%	-3.8%[38.3 µM]	5.2%	3.0%	-6.6%
COc1ccccc1C(=O)CSc1cccc[n+]1[O-]	-7.4%	-0.9%	-7.8%	0.5%	12.7%	-0.5%	4.0%
CN(Cc1cccs1)S(=O)(=O)c1cccs1	-6.9%[10 µM]	6.7%	-4.9%	35.8%[activator][38.3 µM]	8.3%	-27.9%	?
O=C(CCC1COc2ccccc2O1)NCc1ccccc1 (stereo not drawn)	-5.7%	6.5%	4.1%	0.4%[38.3 µM]	-0.2%[9.22 µM]	6.1%	0.9%
CCCn1c(C(C)NC(=O)c2ccccc2)n[nH]c1=S (stereo not drawn)	-19.0%[10 µM]	-6.4%	-4.5%	.	-2.2%[9.22 µM]	-7.5%	-7.7%
CCOc1ccc(N2CC(C(=O)N/N=C/c3sccc3C)CC2=O)cc1 (stereo not drawn)	-19.9%[10 µM]	-7.3%	1.7%	.	-4.3%[9.22 µM]	5.6%	.
Cc1cc(N2CCCC2)nc2ccc(NC(=S)NCCCOC(C)C)cc12	4.3%	7.1%	-2.5%	3.4%	-19.6%	-2.9%	12.8%
CC(C)(C)c1cc(NC(=O)c2cccnc2)no1	-13.7%	-1.3%	-11.6%	-20.0%[38.3 µM]	1.3%	1.2%	-0.1%
O=C1CCCN1c1ccc(S(=O)(=O)Oc2cccc(Cl)c2)cc1[N+](=O)[O-]	-34.3%	-3.5%	-10.2%	-2.6%[38.3 µM]	-18.3%	-4.9%	4.6%
CC(C)(C)NC(=O)Nc1ccc(Cn2cc(C(F)(F)F)ccc2=O)cc1	15.4%[10 µM]	3.0%	-0.1%	-0.3%	-12.5%	-0.7%	1.3%
Cc1ccoc1C(=O)NCCCNC(=O)c1occc1C	4.8%	-11.9%	-9.1%	17.0%[38.3 µM]	15.8%	-0.9%	-12.8%
CC(NS(=O)(=O)c1ccc(CCC(=O)NCc2ccco2)cc1)c1ccccc1 (stereo not drawn)	9.5%[10 µM]	-2.5%	-3.9%	-0.8%	?	8.1%	-2.6%
COCCn1c(C)cc(C(=O)COc2nc3ccccc3nc2C)c1C	-25.0%[10 µM]	1.8%	8.6%	3.5%[38.3 µM]	?	6.6%	4.2%
CCOc1cc(C2C(C(C)=O)=C(O)C(=O)N2CCc2c[nH]c3ccccc23)ccc1O (stereo not drawn)	.	4.1%	-13.1%	-11.8%	.	?	13.8%

Already shown: an excerpt of the list.
SMILES	HTT ATP protect	RGS12 GoLoco inh	GAA spleen mod	IMPase Li inh	HttQ103 aggreg	GAA glycogen mod	GAA inh
CC(NS(=O)(=O)c1ccc(CCC(=O)NCc2ccco2)cc1)c1ccccc1 (stereo not drawn)	9.5%[10 µM]	-2.5%	-3.9%	-0.8%	?	8.1%	-2.6%
COCCn1c(C)cc(C(=O)COc2nc3ccccc3nc2C)c1C	-25.0%[10 µM]	1.8%	8.6%	3.5%[38.3 µM]	?	6.6%	4.2%
CCOc1cc(C2C(C(C)=O)=C(O)C(=O)N2CCc2c[nH]c3ccccc23)ccc1O (stereo not drawn)	.	4.1%	-13.1%	-11.8%	.	?	13.8%

(further entries)
SMILES	HTT ATP protect	RGS12 GoLoco inh	GAA spleen mod	IMPase Li inh	HttQ103 aggreg	GAA glycogen mod	GAA inh
CCCNC(=O)c1cc(-c2ccc(OC)cc2)on1	-46.5%[inhibitor]	12.9%	-5.5%	13.9%[38.3 µM]	4.5%	7.8%	-2.3%
COc1nc(OCCNC(=O)Nc2ccccc2)nc(N(C)C)n1	0.1%	-8.0%	-12.5%	-19.7%[38.3 µM]	-16.0%	17.2%	-4.8%
COc1ccc(CCNC2=C(Cl)C(=O)N(CCc3ccccc3)C2=O)cc1OC	-8.1%	-1.7%	-2.7%	49.0%[activator][38.3 µM]	-22.4%	14.6%	-5.7%
CC1CC(C)(C)NC(=S)N1CCCC(=O)NCCc1ccc(Cl)cc1 (stereo not drawn)	-15.0%	-7.5%	1.3%	4.5%	-5.7%	3.5%	1.4%
COc1ccc(CCNC(=S)Nc2ccc(C(C)C)cc2)cc1	17.8%[10 µM]	-22.2%	9.4%	.	-1.8%[9.22 µM]	-18.8%	.
CCOC(=O)c1c(-c2ccc(C)o2)csc1N	5.0%[10 µM]	13.3%	2.1%	-16.7%[38.3 µM]	-10.0%	-28.4%	-2.7%
COc1ccc(CCC(C(O)C(F)(F)F)S(=O)c2ccccc2)cc1 (stereo not drawn)	-15.5%	18.7%	-7.1%	13.6%[38.3 µM]	7.4%	3.1%	-0.1%
CCCn1nnnc1NC(=O)COc1ccc(Br)cc1	0.1%	1.6%	10.8%	3.5%	4.0%	-8.2%	-0.1%
O=C(CSc1ccc([N+](=O)[O-])cn1)Nc1ccc(N2CCOCC2)cc1	0.3%[10 µM]	6.1%	-2.4%	-8.1%	1.6%[9.22 µM]	8.3%	9.1%
COc1ccccc1CN1CCNC(=O)C1CC(=O)NCCC1=CCCCC1 (stereo not drawn)	19.1%[10 µM]	6.8%	-1.0%	2.0%	3.6%[9.22 µM]	-1.8%	-6.9%
O=C(NC1CC2CCC(C1)N2Cc1nnnn1Cc1ccco1)NC12CC3CC(CC(C3)C1)C2 (stereo not drawn)	-6.6%[10 µM]	5.1%	-8.6%	21.5%[38.3 µM]	-5.3%	6.0%	1.3%
O=C(NCc1ccco1)c1ccc2c(c1)C(=O)N(Cc1ccccc1)C2=O	1.9%[0.074 µM]	-0.9%	-16.3%	-4.8%[38.3 µM]	?	-1.2%	3.1%
